# ABCB1 inh: inhibitors of human ABCB1 transporter, ABCG2 counter-screen; P08183; CCRF-Adr cells, JC-1 efflux, flow cytometry; inhibition, % at 6.6 µM; actives 0.067% (n = 190,000); AID 1326; in the data active = inhibition above about 40%;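 also: 0% = vehicle and 100% = reference inhibitor; higher value means more JC-1 retained so stronger ABCB1 efflux block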
# GSH fluor: GSH bead compound fluorescence profile; AID 1776; actives 0.25% (n = 190,000); GSH beads flow cytometry, compound fluorescence 488/530 nm; active compounds read high; fluorescence (KMESF) at 10 µM; in the data active = fluorescence above about 89;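 also: glutathione beads carrying GST-tagged Bcl family fusion proteins plus one bare bead set; values are compound well signal with DMSO vehicle wells as background; inactives centre near 16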
# Pf gametocyte: kills late stage P. falciparum gametocytes; P. falciparum stage V gametocytes, ATP luminescence, 24 h; inhibition, % at 10.9 µM; actives 0.065% (n = 150,000); AID 743093;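 active = inhibition above the mean plus 3 SD of compounds within the control limits, set per campaign, cut at about 38% in these data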;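 also: 0% = DMSO wells and 100% = medium only without gametocytes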
# Rab2A wt mod: changes GTP binding to wildtype dog Rab2A, up or down; P61105; GST-Rab2 wt beads, Bodipy-GTP binding, flow cytometry; GTP binding activity, % at 10 µM; actives 0.19% (n = 190,000); AID 760;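 active = GTP binding activity at least 20 points away from 100%, either lowered or raised; inconclusive = signal likely due to the compound's own green fluorescence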;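 also: 0% = beads with excess unlabeled GTP and 100% = no-compound control corrected for plate trend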
# Rac1 act GTP bind: modulators of GTP binding to human Rac1 activated mutant | P63000 | actives 0.11% (n = 190,000) | percent activity (GTP binding), % at 10 µM | AID 764 | GST-Rac1 activated beads, fluorescent GTP binding, flow cytometry; actives lie on both sides; 100% means binding = to untreated wells;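 active = GTP binding at least 20 percentage points away from the 100% baseline, in either direction, so actives lie on both sides; inconclusive = Compound likely fluorescent itself, or too few beads counted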
# Rab7 wt GTP bind: alters GTP binding to wildtype dog Rab7. GST-Rab7 beads, fluorescent GTP binding, flow cytometry; actives lie on both sides; untreated = 100%, excess cold GTP = 0%. GTP binding activity (percent of control), % at 10 µM. actives 0.055% (n = 190,000);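 active = fluorescent GTP binding to Rab7 beads changed by at least 20 points from the 100% baseline, either direction, mostly lower; inconclusive = compound itself probably fluorescent, or too few beads counted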;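 also: median green fluorescence of bound Bodipy-FL-GTP per Rab7 bead population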
# Avidin fluor: compound fluoresces at 488/530 nm on avidin beads. compound fluorescence 488/530 nm, flow cytometry; active compounds read high. fluorescence (KMESF) at 10 µM. actives 0.38% (n = 220,000); in the data active = fluorescence above about 47; also: inactives centre near 10
# Rac1 wt GTP bind: human Rac1 wildtype GTP binding, inhibitors and activators | P63000 | GST-Rac1 beads, fluorescent GTP binding, flow cytometry; actives lie on both sides; 0 = cold GTP competed, 100 = untreated | GTP binding activity (% of control), % at 10 µM | actives 0.27% (n = 190,000) | AID 757;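 active = GTP binding activity at least 20 points away from the 100% control level, either lower or higher; inconclusive = compound flagged as likely green fluorescent, judged across all proteins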
# Cdc42 wt: modulators (inhibitors or activators) of GTP binding to human Cdc42 wildtype | actives 0.2% (n = 190,000) | AID 761 | percent activity (GTP binding), % at 10 µM | GST-Cdc42 beads, Bodipy-GTP binding, flow cytometry; actives lie on both sides;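 active = percent activity GTP binding at least 20 points away from the 100% baseline, either down as inhibitor or up as activator; inconclusive = compound flagged as likely green fluorescent from well-wide comparison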;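 also: median bead fluorescence of bound Bodipy-FL-GTP at 100 nM; 0% = excess unlabeled GTP control and 100% = no compound control; below 100% means less GTP binding so inhibitor and above means activator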
# Target sequence (P60953 whole entry, looked up): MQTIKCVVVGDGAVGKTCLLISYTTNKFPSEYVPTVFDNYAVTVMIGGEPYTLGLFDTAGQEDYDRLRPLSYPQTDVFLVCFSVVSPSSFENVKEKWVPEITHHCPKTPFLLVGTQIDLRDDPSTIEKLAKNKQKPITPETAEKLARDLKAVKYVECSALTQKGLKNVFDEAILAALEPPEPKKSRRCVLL
# HRas wt GTP: changes GTP binding to wildtype human HRas | P01112 | GST-Ras wt beads, Bodipy-FL-GTP binding, flow cytometry; actives lie on both sides | GTP binding activity, % at 10 µM | actives 0.14% (n = 190,000);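 active = GTP binding activity at least 20% away from the 100% baseline, either lowered as inhibitor or raised as activator; inconclusive = flagged as likely green fluorescent, judged across all proteins in the well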;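 also: 0% = unlabeled GTP competition control and 100% = no-compound control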
# Target sequence (P01112 whole entry, looked up): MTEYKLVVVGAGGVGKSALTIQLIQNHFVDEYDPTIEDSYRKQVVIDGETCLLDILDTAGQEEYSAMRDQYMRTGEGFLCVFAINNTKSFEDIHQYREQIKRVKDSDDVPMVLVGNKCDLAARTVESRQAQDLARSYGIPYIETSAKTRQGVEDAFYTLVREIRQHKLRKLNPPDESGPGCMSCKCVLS
# ABCG2 block: inhibitors of human ABCG2 transporter, ABCB1 counter-screen. IgMXP3 cells, JC-1 efflux, flow cytometry. actives 0.1% (n = 190,000). inhibition, % at 6.6 µM. Q9UNQ0;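 active = inhibition above 80%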;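 also: 0% = DMSO and 100% = nicardipine control wells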
# Target sequence (Q9UNQ0 whole entry, looked up): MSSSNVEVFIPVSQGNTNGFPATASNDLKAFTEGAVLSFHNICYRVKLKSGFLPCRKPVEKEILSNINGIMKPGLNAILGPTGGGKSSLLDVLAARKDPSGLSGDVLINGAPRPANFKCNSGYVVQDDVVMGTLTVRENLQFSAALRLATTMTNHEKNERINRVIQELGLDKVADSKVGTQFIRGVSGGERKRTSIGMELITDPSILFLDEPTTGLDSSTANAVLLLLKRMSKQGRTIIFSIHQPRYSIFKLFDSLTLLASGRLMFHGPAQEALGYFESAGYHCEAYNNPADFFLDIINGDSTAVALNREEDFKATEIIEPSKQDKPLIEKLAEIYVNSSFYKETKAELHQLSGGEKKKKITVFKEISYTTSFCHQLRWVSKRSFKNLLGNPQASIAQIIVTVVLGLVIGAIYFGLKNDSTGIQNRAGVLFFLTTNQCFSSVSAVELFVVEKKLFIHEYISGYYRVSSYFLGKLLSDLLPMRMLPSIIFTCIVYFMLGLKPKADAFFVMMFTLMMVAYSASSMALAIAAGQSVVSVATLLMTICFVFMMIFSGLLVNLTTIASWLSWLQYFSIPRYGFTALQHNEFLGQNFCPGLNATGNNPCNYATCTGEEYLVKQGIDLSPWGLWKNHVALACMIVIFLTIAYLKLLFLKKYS
#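 test system = two drug-resistant human cell lines, ABCG2 and ABCB1 | amount = 3 million cells/mL final, two lines in 1:1 ratio | reagent = JC-1 transporter substrate | doses = one concentration, 6.6 µM final | incubation = 10 min at 25 °C | signal = flow cytometric JC-1 green MFI at 530 nm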
# * = called active by the depositor; ? = inconclusive; . = no result given; & = joins results of further samples.
compound	Rac1 wt GTP bind	Avidin fluor	Rab2A wt mod	Pf gametocyte	Cdc42 wt	Rac1 act GTP bind	Rab7 wt GTP bind	GSH fluor	ABCG2 block	HRas wt GTP	ABCB1 inh
Cc1ccc2nc(-c3ccncc3)cc(C(=O)N3CCC4(CC3)OCCO4)c2c1	101	11	98	-10	102	99	99	7	0	100	0.5
CC(C)(C)c1ccc(OC(=O)N2CCCCC2)cc1	98	13	97	-3	99	96	96	25	3	96	0.9
COc1ccc(-n2c(O)c(C=NCCCn3ccnc3)c(=O)[nH]c2=O)cc1	102	12	100	.	101	99	103	11	0	100	0.1
COc1cccc(/C=C2\N=C(c3cncc(Br)c3)OC2=O)c1	99	10	94	10	97	95	98	11	-11	95	-0.6
CC(Cc1ccccc1)NC(=O)NC(C)Cc1ccccc1 (stereo unspecified)	106	16	101	.	101	101	103	35	5	102	-0.7
CC(=O)Nc1ccccc1C(=O)OCC(=O)c1cccc2ccccc12	95	11	100	26	98	95	99	23	3	98	0.9
CCCCn1c(=O)c(C(=O)Nc2ccsc2C(=O)OC)c(O)c2ccccc21	98	3	96	11	97	98	98	10	-4	99	-0.9
Cc1ccc2cccc(OC(=O)N3CCCC3)c2n1	105	19	99	.	102	100	103	33	3	101	0.9
CC(=NCCC1=CCCCC1)c1c(O)[nH]c(=O)[nH]c1=O	101	12	97	.	102	100	95	9	6	100	1.1
CCC(C)N1C(=O)NC(=O)C2(Cc3cc(C)ccc3N(C)C2)C1=O (stereo unspecified)	104	35	100	-6	100	99	96	21	16	99	1.1
O=C1NC(=O)C(=Cc2ccccc2OCCOc2ccc([N+](=O)[O-])cc2)C(=O)N1	100	11	98	.	98	95	98	10	-1	96	-0.9
Cn1c(O)c(C(c2ccccn2)c2c(O)n(C)c(=S)n(C)c2=O)c(=O)n(C)c1=S	99	11	97	.	100	97	100	11	-3	98	-0.6
CCn1c(P(C)(=O)O)nc2ccccc21	103	21	96	5	103	100	98	9	-8	100	-0.3
CCOc1ccccc1NC(=O)N1CCC2(CC1)OCCO2	106	9	101	-3	106	100	95	11	3	99	-0.1
CCN1C(=O)CC(c2cccnc2)=Nc2ccccc21	99	9	98	.	94	94	102	15	-1	97	-0.2
O=c1c2ccccc2nc(-c2ccc(Cl)cc2Cl)n1-c1nccs1	106	13	102	-1	101	101	97	15	1	100	0.1
Cc1ccc(S(=O)(=O)NC(CC(=O)N2CCC3(CC2)OCCO3)c2ccco2)cc1 (stereo unspecified)	100	17	100	-2	101	99	98	32	-5	101	-6.4
CCCc1nnc(NC(=O)CCC(=O)N2CCN(CCOC(c3ccccc3)c3ccccc3)CC2)s1	102	8	98	.	100	98	103	19	1	100	0.3
CNC(=O)OCCc1nccn1C	102	14	102	.	101	101	98	10	-2	104	-0.2
CCCCCP(=O)(O)c1ccccc1	101	38	99	10	102	98	101	19	1	101	0.2
COc1cc(C(c2c(O)c3ccccc3oc2=O)c2c(C)n(C)n(-c3ccccc3)c2=O)ccc1O (stereo unspecified)	100	11	97	-3	98	98	99	6	5	98	0.6
Cc1nn(-c2ccccc2)c(Cl)c1C1C(C#N)=C(N)Oc2c1c(=O)oc1ccccc21 (stereo unspecified)	102	14	97	-1	97	98	96	33	24	97	4.3
Cc1nn(CCC#N)c2c1P(=S)(N1CCCC1)OC(c1ccc(F)cc1)=N2 (stereo unspecified)	102	6	99	.	100	98	99	5	0	100	0.3
COc1ccccc1OCC(=O)Nc1ccc(Cl)cc1C(=O)c1ccccc1	106	17	99	.	100	99	102	33	52	101	4.0

# 2 of the compounds above, with each value named.
canonical_smiles: COc1cc(C(c2c(O)c3ccccc3oc2=O)c2c(C)n(C)n(-c3ccccc3)c2=O)ccc1O (stereo unspecified)
  Rac1 wt GTP bind: 100 | Avidin fluor: 11 | Rab2A wt mod: 97 | Pf gametocyte: -3 | Cdc42 wt: 98 | Rac1 act GTP bind: 98 | Rab7 wt GTP bind: 99 | GSH fluor: 6 | ABCG2 block: 5 | HRas wt GTP: 98 | ABCB1 inh: 0.6
canonical_smiles: CCCCCP(=O)(O)c1ccccc1
  Rac1 wt GTP bind: 101 | Avidin fluor: 38 | Rab2A wt mod: 99 | Pf gametocyte: 10 | Cdc42 wt: 102 | Rac1 act GTP bind: 98 | Rab7 wt GTP bind: 101 | GSH fluor: 19 | ABCG2 block: 1 | HRas wt GTP: 101 | ABCB1 inh: 0.2

# Further results
compound	Rac1 wt GTP bind	Avidin fluor	Rab2A wt mod	Pf gametocyte	Cdc42 wt	Rac1 act GTP bind	Rab7 wt GTP bind	GSH fluor	ABCG2 block	HRas wt GTP	ABCB1 inh
CCOC(=O)C(O)(c1ccc(NC(=O)c2ccco2)c(OC)c1)C(F)(F)F (stereo unspecified)	105	8	101	-13	103	101	102	27	4	103	0.7
CC(C)CN(CC(C)C)c1ccc(C=C2C(=O)NC(=S)NC2=O)cc1[N+](=O)[O-]	105	13	100	.	101	97	101	22	-4	98	-0.7
C/C(=N\N1CCN(C)CC1)c1c(O)[nH]c(=O)[nH]c1=O	107	4	100	7	99	101	97	16	0	102	0.6
CCOC(=O)c1c(N)n(CCCOC(=O)c2ccco2)c2nc3ccccc3nc12	97	5	95	-3	93	97	96	29	25	95	0.7
COc1ccc(N2C(=O)NC(=O)/C(=C/c3ccc(N4CCOCC4)cc3)C2=O)cc1	98	14	94	.	99	97	95	15	-2	96	-1.1
CSc1ccccc1C(=O)C1CCCN(Cc2ccn[nH]2)C1 (stereo unspecified)	101	12	96	20	100	98	94	13	1	98	0.3
CCOCCCNC(=O)C1c2cc(OC)c(OC)cc2C(=O)N2CCCCC12 (stereo unspecified)	106	12	104	28	102	101	98	21	-9	102	0.1
CCn1cc(C(=O)N2CCCCC2)c2ccccc21	98	8	98	1	97	96	96	15	3	97	0.3
CCNC(=O)NC(=O)C(C)OC(=O)c1c(C)nn(Cc2ccccc2)c1Cl (stereo unspecified)	104	11	101	-7	101	100	102	11	10	101	1.4
Cn1c(=O)c2c(nc(N/N=C/c3c(O)n(-c4ccccc4)c(=S)[nH]c3=O)n2C)n(C)c1=O	89	6	90	-17	95	93	93	12	-3	91	-0.7
COc1ccc(OC)c(C(O)C(C)N)c1 (stereo unspecified)	103	10	103	.	104	101	101	21	1	104	0.8
OC(C#CCN1CCOCC1)(c1ccccc1)C1CCCC1 (stereo unspecified)	?	11	?	.	?	?	?	29	1	?	0.9
O=C(CNS(=O)(=O)c1ccc(Br)s1)N1CCC2(CC1)OCCO2	?	38	?	5	?	?	?	22	1	?	0.2
O=C(CN1CCOCC1)c1cccc2ccccc12	101	13	100	.	101	96	102	24	8	101	0.3
CCOC(C(=O)OCCC[N+](C)(CC)CC)(c1ccccc1)c1ccccc1	103	8	97	-1	103	101	96	4	-1	100	-0.2
CC(=O)Nc1ccccc1C(=O)OCc1ccc(F)cc1	94	7	96	8	96	93	95	17	1	95	-0.3
O=[N+]([O-])c1cccc(CN2CCN(Cc3ccc(Br)cc3)CC2)c1	96	11	95	-9	94	94	104	15	2	94	2.6
C=C(CC1CC(O)[C@]2(C)OC3CC4OC5C[C@]6(C)O[C@]7(C)CCC8OC9C[C@]%10(C)OC%11C(C)=CC(=O)OC%11CC%10OC9C[C@@H](C)C8OC7CC6O[C@]5(C)C/C=C\C4OC3CC2O1)C(=O)O (stereo partly specified)	103	5	101	.	98	101	106	19	2	100	1.6
O=c1[nH]c(=O)n(C2CCCCC2)c(O)c1C1NCCc2ccccc21 (stereo unspecified)	106	6	102	-43	105	99	106	261*	-3	102	-1.1
CN(C)[C@@H]1C(=O)C(C(N)=O)=C(O)[C@@]2(O)C(=O)C3=C(O)c4c(O)cccc4[C@@](C)(O)[C@H]3[C@H](O)[C@@H]12	95	6	97	.	98	96	99	17	-4	96	-1.8
O=C(c1cn(Cc2ccccc2)c2ccccc12)N1CCCCC1	97	9	99	23	96	94	103	14	1	99	0.6
Cc1cccc(NC(=O)C(C)N2CC=C(c3ccccc3)CC2)c1 (stereo unspecified)	100	11	95	-16	97	97	96	12	1	96	0.6
CC(=O)N(C1=NCCCS1)c1ccc(Cl)cc1	98	16	102	1	97	96	106	12	3	99	0.7
Cc1c(N=Cc2c(O)n(Cc3ccco3)c(=O)[nH]c2=O)c(=O)n(-c2ccccc2)n1C	100	18	101	.	101	99	99	23	0	100	0.2
O=C(CCn1nc(-c2ccc(Cl)cc2)ccc1=O)N1CCC2(CC1)OCCO2	101	9	102	5	100	99	106	22	6	101	1.2
Cc1ccc(OCC(=O)N2CCN(CC3CC4C=CC3C4)CC2)cc1 (stereo unspecified)	103	15	101	.	100	99	102	27	6	101	2.6
Cc1ccc(C2CC(=O)C(C=NCCN3CCN(C(=O)Cc4ccccc4)CC3)=C(O)C2)cc1 (stereo unspecified)	99	29	96	.	99	95	96	23	2	98	0.8
O=c1[nH]c(=O)n(-c2ccccc2)c(O)c1N=Nc1ccc(Br)cc1	99	11	97	-29	95	95	106	12	24	97	4.9
CC(C)c1cccc(C(C)C)c1OCCn1ccnc1	97	28	95	.	97	97	95	22	0	95	0.8
O=c1[nH]c(=O)n(CCC2=CCCCC2)c(O)c1C=Nc1cccc(F)c1	110	57*	103	3	109	102	100	12	2	106	0.2
CCCCSP1(=S)NCCCO1 (stereo unspecified)	94	33	93	.	94	93	96	11	1	96	0.3
Cc1ccccc1-n1c(O)c(/C=N/c2nccs2)c(=O)[nH]c1=O	93&103	5&6	98&97	-9&-3	92&100	93&97	103&96	13&14	-5&-1	97&99	0.0&0.2
COc1ccc2nc(NC3=NCCN3)sc2c1	102	2	97	12	99	100	98	8	8	99	0.6
CC(=O)c1cn(Cc2ccccc2C#N)c2ccccc12	92	6	97	-15	93	93	101	27	0	96	0.6
O=c1c2cc([N+](=O)[O-])ccc2nc(CN2CCOCC2)n1-c1ccccc1F	98	10	98	.	98	97	97	17	4	99	0.6
CC(=O)C1(c2ccccc2)CCNCC1	104	9	102	.	104	101	102	13	8	100	1.1
CN(C)CC#CCC(O)(c1ccccc1)C1CCCC1 (stereo unspecified)	102	7	102	6	104	101	100	29	-2	103	-1.6
CC(C)C(=O)N1CCN(CCN=Cc2c(O)n(C)c(=O)n(C)c2=O)CC1	101	15	100	.	104	97	101	5	0	103	-0.1
c1ccc2c(NC3=NCCS3)cccc2c1	107	8	101	12	105	101	101	15	7	101	5.3
CC(c1ccccc1)n1cncc1C(=O)N1CCCC1=O (stereo unspecified)	103	9	100	10	100	98	95	16	-2	100	-0.3

# Screening data (PubChem BioAssay)

# A portion of the library; count on the stated rates, not on these rows.
